# C2C12 statin = suppression of simvastatin myotoxicity; rescue of ATP level, % at 7.49 µM; AID 602340; actives 0.78% (n = 330,000); C2C12 myotubes + simvastatin, ATP luminescence, 48 h; scaled: DMSO 0, geranylgeraniol control 100;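 active means mean ATP rescue above about 67%, or every replicate alone reaching that limit, limit read from the data, passing the limit was not always enough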;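 further: myotubes were challenged with 10 µM simvastatin during compound exposure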
# PglD DTNB = inhibitors of Campylobacter jejuni PglD acetyltransferase; actives 0.098% (n = 360,000); purified PglD enzyme, DTNB colorimetric CoA detection; inhibition, % at 12.5 µM; AID 602405; in the data active means inhibition above about 16%, passing the limit was not always enough; further: strong numbers were not always called active
# GSIS activator = primary screen for activators of insulin secretion dependent on glucose, INS-1E cells, GLuc reporter luminescence | INS-1E GLuc reporter insulin secretion, 2-3 h | AID 743287 | activation, % at 16.6 µM | actives 0.61% (n = 370,000);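 active means lowest replicate activation of at least 40%, so every replicate reaches that level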;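 further: 0% = median of neutral control wells and 100% = median of IBMX positive control wells; some compounds called inactive have numbers as strong as hits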
# Cneo AK release = Cryptococcus neoformans lysis via adenylate kinase release. C. neoformans lysis, adenylate kinase release luminescence, 4 h; normalised: neutral wells 0, clomiphene wells 100. lysis activity, % at 15 µM. actives 0.2% (n = 360,000). AID 651654;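 active means mean lysis activity across replicates of at least 80%, whatever share of replicates individually reach that level; inactive means mean lysis activity below 80%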
#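 Test system: log-phase Cryptococcus neoformans yeast cells; Quantity: yeast cell density of 5 × 10^6 cells/mL; Buffer or medium: YPD; Doses: single compound concentration per well; Timing: 4 h at 37 °C static, read 1 h later; Measured by: AK luminescence; Read-out basis: lysis from increased AK signal; Control set: Clomiphene as positive control.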
# FN deposit inh = fibronectin deposition inhibition. inhibition, % at 12.6 µM. actives 0.086% (n = 350,000). AH1F fibroblasts, Alexa488-fibronectin deposition fluorescence, overnight. AID 743247;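 active means mean inhibition across replicates of 30% or more, regardless of how many single replicates reach that level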;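 further: positive control wells lacked labelled fibronectin entirely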
#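 test system = AH1F fibroblasts assembling fluorescent fibronectin matrix | quantity = 10000 AH1F cells per well | buffer or medium = DMEM plus 2% serum, read in PBS | doses = single dose, pinned | incubation = 1 h cell attachment, overnight exposure to compound and label | detection = fluorescence at 485 nm excitation, 525 nm emission | read-out basis = inhibition from reduced deposited-fibronectin fluorescence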
# miR-122 sensor = inhibitors of miR-122 in Huh7 cells; AID 602342; Huh7 miR-122 Renilla luciferase sensor, 48 h; neutral wells = 0, positive control = 100; actives 0.3% (n = 340,000); activation (reporter increase), % at 12.5 µM;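 active means mean replicate activation score at least 90 and every replicate individually at or above 90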;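 further: higher luciferase means less miR-122 activity so hits act as miR-122 inhibitors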
# PGC1a acetyl inh = lowers PGC1a acetylation signal in U2OS cells | AlphaScreen anti-acetyl-lysine; with virally co-expressed GCN5 acetyltransferase | inhibition, % at 15.6 µM | actives 0.17% (n = 350,000) | AID 651687;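 active means every replicate shows inhibition of at least 40%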;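 further: 0% = neutral control wells and 100% = positive control wells; some results beyond the cut were filed as inactive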
# CFTR F508del cor = correctors of CFTR F508del function in bronchial epithelial cells. CFBE cells, YFP halide quenching; stimulated with forskolin plus potentiator P3; % fluorescence drop versus neutral controls. activity (quench increase), % at 7.58 µM. actives 0.36% (n = 350,000). AID 720511;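 active means mean added fluorescence quench of at least 8% versus neutral control, with both replicates also reaching 8%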;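 further: cells transiently co-express mutant CFTR-F508del with the halide-sensitive YFP; corrector assay measuring rescue of mutant channel to the surface after 24 h compound exposure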
# * hit, by the source's call; · = no result given; [ ] = remark or other dose.
entry	smiles	PGC1a acetyl inh	FN deposit inh	CFTR F508del cor	PglD DTNB	GSIS activator	miR-122 sensor	Cneo AK release	C2C12 statin
1	COc1cccc(C(=O)NC2CCCc3ccccc32)c1OC (stereo not drawn)	·	12	4.0	4	2	14	10	8
2	CCNC(=S)NCC	5	2	-1.1	2	10	-4	0	7
3	O=C(c1ccc2c(c1)OCO2)N1CCCCN2[C@@H](CO)[C@@H](c3ccc(-c4ccccc4)cc3)[C@@H]2C1	-4	·	0.7	-1	-23	-6[16.7 µM]	47	·
4	O=C(Nc1cccc(Cl)c1)C1COc2ccccc2O1 (stereo not drawn)	·	1	-3.2	-3	-2	1	-1	9
5	CC(=O)C1=C(O)C(=O)N(CCC(=O)O)C1c1ccccc1[N+](=O)[O-] (stereo not drawn)	2	-2	1.9	·	-19	-8	·	0
6	CCN(CC)P1(=O)OC(c2cc(OC)c(OC)c(OC)c2)=Nc2c1c(C)nn2-c1ccccc1 (stereo not drawn)	11	·	·	0	·	-1	-1	-3
7	CC(C)(C)OC(=O)C[C@@H]1C/C=C\C[C@H](CC(=O)N(CCO)Cc2ccccc2)C(=O)N[C@@H](Cc2ccccc2)COC1=O	·	-3	-0.3	-4	-54	6	-14	31
8	CC(C)C1C(=O)N(Cc2cn(CCC3OCCCO3)nn2)CCS(=O)(=O)N1Cc1ccc(-c2ccc(Cl)nc2)cc1 (stereo not drawn)	·	-27	6.1	0	-21	-2	-2	-25
9	COCCNC(=O)c1c(CSc2ccc(Cl)cc2)noc1C(=O)NCc1ccccc1	-4	-4	-0.9	7	-20	-4	1	6
10	COc1ccc(-n2nnnc2SCC(=O)c2ccc(OC)c(OC)c2)cc1	13	·	2.6	-2	5	3	-2	-7
11	CN(C)c1ccc(S(=O)(=O)N(C)C)cc1[N+](=O)[O-]	5	7	0.0	·	4	·	·	·
12	Clc1ccc2[nH]c(-c3ccccc3)cc2c1	-7	·	·	-5	·	-1	-4	1
13	Cc1ccc(S(=O)(=O)NCCCNS(=O)(=O)c2ccc(C)cc2)cc1	3	4	20*	3	-11	29	0	0
14	CC(=O)OC(C(=O)NC1CCCCC1)c1ccc(C)cc1 (stereo not drawn)	-8	·	·	-1	·	30	0	7
15	CCCCCC(=O)NNC(=S)NC(C)=O	4	-11	2.5	·	-17	·	·	·
16	CCCSc1nc2sc3c(c2c(=O)[nH]1)CCN(Cc1ccccc1)C3	9	·	·	5	·	-5	3	9
17	COc1ccc2c(c1)O/C(=C\c1sccc1C)C2=O	2	-5	·	5	17	0	-6	-5
18	COC(=O)c1ccc2nc(-c3cccc(N)c3)cn2c1	-3	4	-2.1	-5	3	-6	-15	-2
19	Cc1ccc(S(=O)(=O)Nc2ccc3c(c2)C(=O)N([C@H](C)CO)C[C@H](C)[C@H](CN(C)S(=O)(=O)c2cn(C)cn2)O3)cc1	8	·	0.3	-1	6	7[16.7 µM]	-2	1
20	O=C(NC1CCCC1)C(c1ccccn1)N(C(=O)c1csnn1)c1ccccc1 (stereo not drawn)	·	-1	-2.2	-1	19	·	0	-1
21	C[C@H]1CN([C@@H](C)CO)C(=O)c2cc(NS(C)(=O)=O)ccc2O[C@H]1CN(C)Cc1ccncc1	-1	·	0.1	0	12	0[16.7 µM]	0	-5
22	COc1ccc(Sc2nc(-c3ccccn3)ncc2OC)cc1	14	-9	1.2	·	-22	0	·	·
23	Cc1cn(CC(=O)N2CCN(c3ccccn3)CC2)c(=O)[nH]c1=O	9	8	-2.0	5	6	3	6	1
24	CC[C@H](C)C(N)c1cn(C(CCCN=C(N)N)C(=O)N2CCNCC2)nn1 (stereo partly drawn)	-6	-3	0.3	-5	·	1	-3	19
25	C[C@H]1CN([C@@H](C)CO)C(=O)c2c(c3ccccc3n2C)-c2ccccc2CO[C@@H]1CN(C)Cc1cccnc1	13	10	2.7	2	6	·	-2	·
26	O=C1CCC(C(=O)N2CCN(c3cnccn3)CC2)CN1CCc1ccc(Cl)cc1 (stereo not drawn)	·	-2	-0.7	-3	-1	-6	3	·
27	Nc1cccc(N2C(=O)c3cccc4c(N)ccc(c34)C2=O)c1	·	10	5.3	5	-3	-13	0	-5
28	Cc1ccccc1C(=O)c1c[nH]c(C(N)=O)c1	-14	·	·	-2	·	-8	-1	5
29	CCC(C)c1ccc(NC(=O)COC(=O)C2=COCCO2)cc1 (stereo not drawn)	0	-3	·	7	·	4	3	-16
30	Cc1ccc(CN2[C@@H](Cc3ccccc3)C(=O)CS2(=O)=O)cc1	3	-5	-4.7	2	·	8	0	-7
31	C/C=C/c1cnc2c(c1)C(=O)N([C@H](C)CO)C[C@H](C)[C@H](CN(C)Cc1cncnc1)O2	-22	-9	0.4	-18	12	·	-2	4
32	C[C@@H]1CN([C@@H](C)CO)C(=O)c2cccc(NS(=O)(=O)c3ccccc3)c2O[C@H]1CN(C)C(=O)Nc1ccccc1	·	4	0.9	4	14	14[16.7 µM]	52	3
33	c1ccc(-c2ccc(-n3ccnc3)cc2)cc1	-11	-2	·	15	·	-2	0	-10
34	OC[C@@H]1[C@@H](c2ccc(/C=C/c3ccccc3)cc2)[C@H]2CN(Cc3ccncc3)CCCCN12	-5	·	-0.9	6	3	7[16.7 µM]	0	32
35	CC(C)NC(=O)Cn1c(=O)cnc2ccccc21	5	2	·	2	20	3	-1	1
36	COc1cc(O)c(C=NN2C(=O)CSC2=S)c(OC)c1	-6	·	-2.7	-2	-10	-10	2	3
37	CO[C@H]1CN(C)C(=O)c2cc(NC(=O)NC3CCCCC3)ccc2OC[C@H](C)N(CCc2ccccc2)C[C@@H]1C	1	-5	-3.1	-1	-37	·	-1	1
38	CNC(=O)c1sc(-c2ccccc2)nc1C	-5	·	·	-1	-7	6	-7	6
39	COc1ccc(-c2nc3ccccc3c(=O)n2N)cc1	1	·	·	-2	·	0	-5	0
40	COc1ccc(NC(=O)c2cccs2)cc1OC	1	·	·	4	53	9	-4	14

# Next section; it opens with the two that closed the last part.
entry	smiles	PGC1a acetyl inh	FN deposit inh	CFTR F508del cor	PglD DTNB	GSIS activator	miR-122 sensor	Cneo AK release	C2C12 statin
39	COc1ccc(-c2nc3ccccc3c(=O)n2N)cc1	1	·	·	-2	·	0	-5	0
40	COc1ccc(NC(=O)c2cccs2)cc1OC	1	·	·	4	53	9	-4	14
41	CC(=O)OC1=Cc2c(ccc3ccc(=O)oc23)OC1(C)C	-7	·	·	-3	·	-1	-7	11
42	CN1C(=O)c2cc(NC(=O)C3CC3)ccc2OC[C@H]2O[C@@H](CC(=O)Nc3ccc(F)cc3)CC[C@@H]21	1	-2	1.1	2	14	17[16.7 µM]	-4	7
43	S=C1SCN(Cc2cccnc2)CN1Cc1ccccc1	2	-3	-2.8	0	9	4	1	3
44	Cc1ccc(C)c(NC(=S)N2CCC(N(C)CC3CCCO3)CC2)c1 (stereo not drawn)	-5	·	-3.7	-1	-5	5	2	-2
45	CC=Cc1ccc2n(c1=O)C[C@@H]1[C@@H](CO)[C@H](C(=O)N[C@@H](C)c3ccccc3)[C@H]2N1Cc1ccncc1 (mixture of isomers)	·	·	0.9	-4	2	-5[16.7 µM]	-3	-20
46	O=C(Nc1ccc(C(=O)NCc2ccccc2Cl)cc1)C1=CSCCO1	-18	2	-3.2	-3	0	3	0	-4
47	S=c1[nH]c2cc(-c3ccccc3)ccc2o1	·	-5	-1.5	5	-12	-6	3	-4
48	Cc1cccc(C)c1NC(=O)CN(C)C(=O)C1=COCCO1	5	3	1.5	-6	5	-8	5	-14
49	C[C@H]1CN([C@@H](C)CO)C(=O)c2cc(-c3ccccc3)cnc2O[C@H]1CN(C)Cc1ccccc1	6	12	1.6	4	-6	4[16.7 µM]	1	-1
50	CCCn1c(N)c(C(=O)CN(C)CC(=O)Nc2cc(C)ccc2C)c(=O)[nH]c1=O	8	-5	-2.7	-1	3	-1	1	-4
51	CCOC(=O)C1CCCN(C(=O)Cc2ccc(C)cc2)C1 (stereo not drawn)	38	-4	·	4	·	1	1	-8
52	CCCCNC(=O)/C=C1\Sc2ccccc2NC1=O	·	·	·	-2	10	0	-2	1
53	CCN(CCNC(=O)Cn1c(=O)sc2ccccc21)c1ccccc1	·	-2	4.2	3	-7	·	0	-2
54	COc1ccc(CN(C)C(=O)Cn2cnc3c(OCc4ccccc4)ncnc32)cc1OC	2	3	-0.1	1	38	-5	1	4
55	O=C(COc1ccc(Cl)cc1)Nc1nc(-c2ccncc2)cs1	1	·	-0.8	5	8	-10	4	-11
56	CCCNC(=O)C[C@H]1CC[C@H]2[C@@H](COc3ccc(NC(=O)CC)cc3C(=O)N2C)O1	4	-3	0.6	0	3	-4[16.7 µM]	-1	15
57	COc1cccc(S(=O)(=O)N2C[C@H](O)COC[C@H]3O[C@@H](CC(=O)N4CCN(c5ccccc5)CC4)CC[C@@H]32)c1	1	-2	0.0	1	6	-2[16.7 µM]	-2	-7
58	O=C(Nc1cccc(Cl)c1N1CCCCC1)c1ccc(N2CCOCC2)c([N+](=O)[O-])c1	12	-8	4.0	-12	9	-7	1	-25
59	COc1ccc(-n2ncc3c2CC(C)(C)CC3NC(=O)c2cnc(C)cn2)cc1 (stereo not drawn)	·	-2	2.2	5	0	9	-1	8
60	CS(=O)(=O)N1CCC(C(=O)N2CCN(c3ccc(F)cc3)CC2)CC1	-5	-4	-1.0	·	-12	·	·	·
61	C[C@@H]1CN([C@H](C)CO)C(=O)c2cccc(NC(=O)c3ccc(-c4nccs4)cc3)c2O[C@H]1CN(C)Cc1ccc(C(=O)O)cc1	8	·	1.0	4	6	-6[16.7 µM]	57	·
62	COc1ccc(N2CCN(C(=O)CSc3nnc4n3C(C)(C)Cc3ccccc3-4)CC2)cc1	8	0	·	-2	·	4	1	-1
63	O=C(Nc1cccc(NC(=O)c2ccc(Br)o2)n1)c1ccc(Br)o1	18	0	·	0	27	-12	-1	·

# 9 of these compounds in another layout.
# Second line of a record: PGC1a acetyl inh	FN deposit inh	CFTR F508del cor	PglD DTNB	GSIS activator	miR-122 sensor	Cneo AK release	C2C12 statin
41) CC(=O)OC1=Cc2c(ccc3ccc(=O)oc23)OC1(C)C
    -7	·	·	-3	·	-1	-7	11
42) CN1C(=O)c2cc(NC(=O)C3CC3)ccc2OC[C@H]2O[C@@H](CC(=O)Nc3ccc(F)cc3)CC[C@@H]21
    1	-2	1.1	2	14	17[16.7 µM]	-4	7
43) S=C1SCN(Cc2cccnc2)CN1Cc1ccccc1
    2	-3	-2.8	0	9	4	1	3
44) Cc1ccc(C)c(NC(=S)N2CCC(N(C)CC3CCCO3)CC2)c1 (stereo not drawn)
    -5	·	-3.7	-1	-5	5	2	-2
45) CC=Cc1ccc2n(c1=O)C[C@@H]1[C@@H](CO)[C@H](C(=O)N[C@@H](C)c3ccccc3)[C@H]2N1Cc1ccncc1 (mixture of isomers)
    ·	·	0.9	-4	2	-5[16.7 µM]	-3	-20
46) O=C(Nc1ccc(C(=O)NCc2ccccc2Cl)cc1)C1=CSCCO1
    -18	2	-3.2	-3	0	3	0	-4
47) S=c1[nH]c2cc(-c3ccccc3)ccc2o1
    ·	-5	-1.5	5	-12	-6	3	-4
48) Cc1cccc(C)c1NC(=O)CN(C)C(=O)C1=COCCO1
    5	3	1.5	-6	5	-8	5	-14
49) C[C@H]1CN([C@@H](C)CO)C(=O)c2cc(-c3ccccc3)cnc2O[C@H]1CN(C)Cc1ccccc1
    6	12	1.6	4	-6	4[16.7 µM]	1	-1

# Rows were taken by chance; about 2.1% have a hit in one of these screens.
